Bioassay records: PubChem, PCMD
Yeast eIF2B: GCN4-lacZ reporter reduction in eIF2B-epsilon mutant yeast, primary screen, S. cerevisiae, eIF2B-epsilon R284H, Beta-Glo luminescence; hit rate 0.91% among 27,000; inhibition, % at 25 µM (by protocol); AID 688, 2007;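 active = mutant luminescence inhibited past about 50% while wild type luminescence and mutant growth stay under set limits, limit read from the data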; note: some compounds called inactive have numbers as strong as hits
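System: Yeast eIF2B-epsilon R284H mutant carrying GCN4–beta-galactosidase fusion | Read-out basis: Percent inhibition, luminescence and growth | Compound: 25 µM single dose | Times: 16 h at 30 °C exposure | Measured by: Luminescence and A595 | Buffer or medium: YPD medium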
Yeast tox: yeast growth toxicity, wild-type and mutant, primary screen, cytotoxicity control for eIF2B function restoration project, wild-type and eIF2Bepsilon R284H mutant, A595. S. cerevisiae wild-type growth, A595 turbidity, 16 h. growth inhibition, % at 25 µM (by protocol). hit rate 0.3% among 30,000. AID 685, 2007;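 active = mutant and wild-type yeast strains alike exhibit over 30% growth inhibition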;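 note: 0% = untreated cell controls and 100% = YPD media blanks without cells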
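Schedule: 16 h growth with compound, 30 °C. System: yeast, wild-type or eIF2Bepsilon-R284H mutant. Doses: one dose, 25 µM compound[…]. Buffer or medium: YPD. Signal: turbidity measured as absorbance at 595 nm. Read-out basis: growth inhibition (%) versus cell controls and blanks.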
Yeast tox inhibition %: further read-out of Yeast tox, marked with its call; growth inhibition, %; S. cerevisiae eIF2Bepsilon-R284H mutant growth, A595 turbidity, 16 h;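 each compound tested once at 25 µM; 0% equals untreated cells and 100% equals cell-free medium blanks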
Yeast eIF2B mutant toxicity: second read-out of Yeast eIF2B, no call of its own (marks repeat the call); growth inhibition, %; measured here: mutant yeast growth, toxicity;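 each compound tested once at 25 µM; zero equals untreated control growth and 100 equals blank medium absorbance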
* = called active by the depositor; x = not tested or not shown. Some of the compounds tested. The share of hits here may be higher or lower than overall.

No. | canonical_smiles | Yeast eIF2B | Yeast eIF2B mutant toxicity | Yeast tox | Yeast tox inhibition %
1 | Cc1ccc(-n2nc3ccc(N)cc3n2)cc1 | 23 | -4 | -6 | -4
2 | CCOC(=O)C1CCN(C(=O)CCn2c(=O)[nH]c3ccccc3c2=O)CC1 | 16 | -15 | -2 | -15
3 | CCOP(=O)(O)c1ccccc1OCCOCCOc1ccccc1P(=O)(O)OCC | 22 | 15 | 30 | 15
4 | CCOC(=O)C1CCN(C(=O)Cn2cccc2C(=O)c2ccccc2)CC1 | 22 | x | 9 | 0
5 | COc1ccc(-n2c(SCC(=O)NCC3CCCO3)nc3ccccc32)cc1 (stereo unspecified) | 20 | 5 | 4 | 5
6 | Cc1csc(NC(=O)CSc2ncn(-c3ccccc3)n2)n1 | 3 | -5 | 1 | -5
7 | c1coc(-c2ncc[nH]2)c1 | 1 | x | 14 | 0
8 | Cc1ccc(C)c(Cn2nnc3c(=O)[nH]c(C4CCCN(C(=O)C5CCCCC5)C4)nc32)c1 (stereo unspecified) | 14 | -24 | 2 | -24
9 | COC(=O)C1=C(C)NC(=O)CC1c1ccc(F)c(Br)c1 (stereo unspecified) | -33 | x | x | x
10 | c1coc(CNc2c3c(nc4ccccc24)CCC3)c1 | 6 | 3 | 20 | 3

Rewritten with values under each structure: part of the list above.
Every second line gives: Yeast eIF2B | Yeast eIF2B mutant toxicity | Yeast tox | Yeast tox inhibition %
#9 COC(=O)C1=C(C)NC(=O)CC1c1ccc(F)c(Br)c1 (stereo unspecified)
 : -33 | x | x | x
#6 Cc1csc(NC(=O)CSc2ncn(-c3ccccc3)n2)n1
 : 3 | -5 | 1 | -5
#3 CCOP(=O)(O)c1ccccc1OCCOCCOc1ccccc1P(=O)(O)OCC
 : 22 | 15 | 30 | 15
#7 c1coc(-c2ncc[nH]2)c1
 : 1 | x | 14 | 0

Other results follow:
No. | canonical_smiles | Yeast eIF2B | Yeast eIF2B mutant toxicity | Yeast tox | Yeast tox inhibition %
11 | COC(=O)C1=C(C)N=c2s/c(=C/c3cccs3)c(=O)n2C1c1cccs1 (stereo unspecified) | 5 | x | -15 | 0
12 | CCOC(=O)N1CCC(NC(=O)CN2C(=O)COc3ccc(C(C)(C)C)cc32)CC1 | 21 | -36 | 15 | -36
13 | CCC(C)NS(=O)(=O)c1ccc(-c2csnn2)s1 (stereo unspecified) | x | x | 15 | 28
14 | Cc1cnc(NC(=O)CN2CCN(c3ccccc3F)CC2)s1 | x | x | 0 | 10
15 | O=C(COc1ccccc1Cl)N1CCCC1 | x | x | 7 | 25
16 | Cc1ccccc1-n1c(-c2cccnc2)n[nH]c1=S | 37 | 13 | -17 | 13
17 | COc1ccc(C(=O)Nc2ccc(N3CCCC3)cc2)cc1 | 18 | 11 | -15 | 11
18 | CSc1nnc(Cc2cc(=O)[nH]c(=O)[nH]2)n1-c1cccc(C)c1 | -1 | 9 | -3 | 9
19 | COc1cc(C(c2c(C)[nH][nH]c2=O)c2c(C)[nH][nH]c2=O)ccc1OS(=O)(=O)c1ccc(C)cc1 | x | x | 12 | 15
20 | Cc1cccc(C)c1-n1c(SCC(=O)NCc2ccco2)nc2ccccc2c1=O | 19 | 5 | 16 | 5

An excerpt from above in order of molar mass, rising:
No. | canonical_smiles | Yeast eIF2B | Yeast eIF2B mutant toxicity | Yeast tox | Yeast tox inhibition %
14 | Cc1cnc(NC(=O)CN2CCN(c3ccccc3F)CC2)s1 | x | x | 0 | 10
11 | COC(=O)C1=C(C)N=c2s/c(=C/c3cccs3)c(=O)n2C1c1cccs1 (stereo unspecified) | 5 | x | -15 | 0
19 | COc1cc(C(c2c(C)[nH][nH]c2=O)c2c(C)[nH][nH]c2=O)ccc1OS(=O)(=O)c1ccc(C)cc1 | x | x | 12 | 15

Additional structures follow:
No. | canonical_smiles | Yeast eIF2B | Yeast eIF2B mutant toxicity | Yeast tox | Yeast tox inhibition %
21 | CCCS(=O)(=O)c1snnc1C | 12 | 14 | 8 | 14
22 | Nc1nc(NCc2c(F)cccc2Cl)nn1-c1ccccc1 | 8 | x | -37 | 0
23 | O=C(NCc1ccc2c(c1)OCO2)c1cc2n(n1)C(C(F)(F)F)CC(c1ccc3c(c1)OCO3)N2 (stereo unspecified) | 17 | -41 | -15 | -41
24 | CCCCCOP(=O)(OCCCCC)C1(NS(=O)(=O)c2ccccc2)C=CC(=O)c2ccccc21 (stereo unspecified) | 12 | 9 | -44 | 9
25 | C=CCOc1cc(C)nc(-c2ccccc2O)n1 | 16 | 14 | 26 | 14
26 | CC1CN(C(=O)c2ccc3c(c2)OCO3)CC(C)O1 (stereo unspecified) | 27 | 16 | 19 | 16
27 | Cc1ccc(CNC(=O)c2sccc2-n2cccc2)cc1 | 12 | x | 8 | 0
28 | COc1ccc(C(=O)Nc2cc(C)nc3ccccc23)cc1OC | 18 | 16 | 16 | 16
29 | CCNc1sc(C(=O)c2cccs2)c(N)c1C#N | -13 | x | x | x
30 | CCc1ccccc1NC(=O)CSc1nc2ccccc2n1CC(=O)N1CCCC1 | x | x | 12 | -27

Other structures
No. | canonical_smiles | Yeast eIF2B | Yeast eIF2B mutant toxicity | Yeast tox | Yeast tox inhibition %
31 | O=C(c1ccc(-c2cccc(C(F)(F)F)c2)o1)N1CCOCC1 | -23 | x | x | x
32 | COc1ccc(Nc2nc(N3CCCC3)nc(N3CCCC3)n2)c(OC)c1 | x | x | -2 | 8
33 | Cc1ccc(C(c2nnnn2C(C)(C)C)N(Cc2ccco2)Cc2cccs2)cc1 (stereo unspecified) | -1 | -4 | -10 | -4
34 | CCc1ccccc1N(C(=O)c1cccs1)C1C=CS(=O)(=O)C1 (stereo unspecified) | 19 | -3 | -7 | -3
35 | COc1ccc(N2CCN(C(=O)C(CCSC)N=C3NS(=O)(=O)c4ccccc43)CC2)cc1 (stereo unspecified) | 14 | 18 | 6 | 18
36 | Cc1cccc2cc(C#N)c(SCC(=O)Nc3ccccc3N3CCOCC3)nc12 | 21 | -4 | -41 | -4
37 | Cc1cccc(CSc2nnc(-c3ccccn3)n2N)c1 | 10 | 4 | -6 | 4
38 | Cc1cc(C2(c3ccc(O)c(C)c3)OC(=O)c3ccccc32)ccc1O | 13 | 9 | 12 | 9
39 | COc1ccc(OCCSc2nnc(-c3ccc(OC)cc3)n2N)cc1 | x | x | -9 | 1
40 | CC(C)(C)OC(=O)N1CCC[C@H]1c1nnc(SCc2ccccc2F)o1 | 2 | 17 | 6 | 17

More results
No. | canonical_smiles | Yeast eIF2B | Yeast eIF2B mutant toxicity | Yeast tox | Yeast tox inhibition %
41 | c1ccc(CCNC2=NCCCS2)cc1 | 9 | 6 | 0 | 6
42 | CCCOc1c(Cl)cc(/C=N/O)cc1OCC | 8 | 4 | 8 | 4
43 | COc1ccc(N2CCN(Cc3nc4c(c(=O)[nH]c(=O)n4C)n3CCCc3ccccc3)CC2)cc1 | 17 | -33 | -32 | -33
44 | CCOc1cc2[nH]c(=S)n(CCCCC(=O)NCc3ccco3)c(=O)c2cc1OCC | 8 | -13 | -29 | -13
45 | CC(=O)Nc1c(O)nc(SCC(=O)Nc2c(C)cccc2C)[nH]c1=O | x | x | 8 | 8
46 | c1ccc2sc(SN3CCOCC3)nc2c1 | x | x | -1 | 15
47 | Cn1c(SCC(=O)NC(C)(C)C)nnc1-c1cccc(NC(=O)c2ccccc2F)c1 | x | x | 8 | 0
48 | Cc1cccc(C)c1NC(=O)N1CCN(c2nc3ccccc3s2)CC1 | 5 | -5 | -18 | -5
49 | CCOC(=O)C1CCCN(C(=O)c2cc(Cl)ccc2Cl)C1 (stereo unspecified) | 44 | 7 | 4 | 7
50 | CCCC(=O)Nc1cc2c(cc1C(=O)c1ccccc1)OCCO2 | 28 | -33 | -5 | -33

Complete entries, quoted from the list.
CCOC(=O)C1CCCN(C(=O)c2cc(Cl)ccc2Cl)C1 (stereo unspecified) reads Yeast eIF2B = 44; Yeast eIF2B mutant toxicity = 7; Yeast tox = 4; Yeast tox inhibition % = 7
CCCOc1c(Cl)cc(/C=N/O)cc1OCC reads Yeast eIF2B = 8; Yeast eIF2B mutant toxicity = 4; Yeast tox = 8; Yeast tox inhibition % = 4

Looked up by structure from the list above, 3 records:
No. | canonical_smiles | Yeast eIF2B | Yeast eIF2B mutant toxicity | Yeast tox | Yeast tox inhibition %
44 | CCOc1cc2[nH]c(=S)n(CCCCC(=O)NCc3ccco3)c(=O)c2cc1OCC | 8 | -13 | -29 | -13
50 | CCCC(=O)Nc1cc2c(cc1C(=O)c1ccccc1)OCCO2 | 28 | -33 | -5 | -33
46 | c1ccc2sc(SN3CCOCC3)nc2c1 | x | x | -1 | 15

(continued)
No. | canonical_smiles | Yeast eIF2B | Yeast eIF2B mutant toxicity | Yeast tox | Yeast tox inhibition %
51 | Cc1cc(C)nc(SCc2nnc(SCC(=O)N3CCCc4ccccc43)n2C)n1 | 16 | x | x | x
52 | Cc1ccc(C2C(C#N)=C(N)Oc3n[nH]c(-c4cccs4)c32)cc1 (stereo unspecified) | -1 | x | x | x
53 | Cc1cc(C(=O)NCCC2=CCCCC2)no1 | x | x | -6 | 7
54 | CCn1nnnc1SCC(=O)N1c2ccccc2Sc2ccccc21 | 15 | 9 | -16 | 9
55 | Cc1ccc(NS(C)(=O)=O)c(C(=O)c2ccccc2)c1 | 19 | 14 | 11 | 14
